Screening results from PubChem.
TMEM16A act: TMEM16A chloride channel activators or potentiators, primary screen, cell-based, HTS; AID 623877, 2012; B-score at 10 µM; HEK293 TMEM16A/YFP-H148Q/I152L, iodide quench fluorescence; hits give low values; 340,000 compounds, 0.3% hits;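 active = fluorescence-ratio B-score plate-corrected deviation score at least 3 library SD below zero, with starting fluorescence score within 5 deviations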;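 also: channel opened by trigger with iodide after compound preincubation; score built on the fluorescence ratio of max minus min over baseline; more negative score means more quench and so TMEM16A activation or potentiation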
MrgX1 antagonist: antagonists of human MrgX1 receptor, primary screen, HEK293 cells, Fluo-4 calcium flux; 310,000 compounds, 1.3% hits; B-score at 10 µM; Mas-related G-protein coupled receptor member X1 (Homo sapiens), Q96LB2; BAM8-22 antagonism; hits give low values;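 active = calcium-response B-score plate-corrected more than 3 library SD below zero, starting fluorescence within 5 deviations, no agonist response on first addition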;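 also: peak minus trough fluorescence over baseline after final BAM8-22 challenge near maximal dose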
Target sequence (Q96LB2 whole entry, looked up): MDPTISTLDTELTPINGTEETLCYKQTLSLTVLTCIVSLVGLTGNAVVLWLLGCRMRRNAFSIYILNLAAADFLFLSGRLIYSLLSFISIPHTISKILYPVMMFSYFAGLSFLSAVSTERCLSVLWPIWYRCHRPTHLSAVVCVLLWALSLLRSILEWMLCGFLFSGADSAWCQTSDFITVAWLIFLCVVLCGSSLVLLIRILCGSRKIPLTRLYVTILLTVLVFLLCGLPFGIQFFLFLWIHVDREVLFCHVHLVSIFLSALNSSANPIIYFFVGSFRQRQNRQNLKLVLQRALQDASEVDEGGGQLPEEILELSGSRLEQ
MrgX1 ag: agonists of human MrgX1 receptor, primary screen, HEK293 cells, Fluo-4 calcium flux | B-score at 10 µM | 310,000 compounds, 0.44% hits | Mas-related G-protein coupled receptor member X1 (Homo sapiens), Q96LB2 | AID 588627, 2011 | Fluo-4 calcium fluorescence, agonist mode; hits give high values;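 active = calcium response B-score plate-corrected fluorescence ratio at least 3 library SD, with starting fluorescence B-score inside 5 SD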
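System – MrgX1-expressing HEK293 cells · Incubation – cells plated overnight, dye loaded 0.5 h 37 °C, 0.5 h room temperature · Technique – kinetic Fluo-4 NW fluorescence of intracellular calcium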
MrgX1 PAM: positive allosteric modulators of MrgX1, primary screen, HEK293 cells, Fluo-4 calcium flux | FDSS; hits give high values | B-score at 10 µM | Mas-related G-protein coupled receptor member X1 (Homo sapiens), Q96LB2 | 310,000 compounds, 0.63% hits;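 active = plate-corrected calcium response at least 3 library SD above typical, normal starting fluorescence, not activating the receptor alone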;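 also: compound read alongside a low EC10 to EC30 dose of BAM8-22 agonist; peak minus trough fluorescence over baseline measured at the second addition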
TRPC6 inh: mouse TRPC6 channel inhibitors, primary screen, cell-based, HEK293, membrane potential dye; AID 2553, 2010; 310,000 compounds, 1.1% hits; Short transient receptor potential channel 6 (Mus musculus), Q61143; ACh-evoked depolarization; hits give low values; B-score at 10 µM;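 active = B-score under library mean minus 3 SD, initial fluorescence not abnormally high, positive integrated signal ratio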;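 also: B-score derived from integrated fluorescence ratio over the kinetic read; more negative B-score means stronger inhibition of depolarization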
TRPC4 inh: inhibitors of mouse TRPC4 channel, primary screen, Fluo4 calcium, HEK293 TRPC4beta/mu-opioid cells; Short transient receptor potential channel 4 (Mus musculus), Q9QUQ5; DAMGO-evoked Fluo4 calcium flux; hits give low values; B-score at 10 µM; 300,000 compounds, 0.39% hits; AID 2247, 2010;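 active = B-score over 3 SD under the library average, no early fluorescence shift, positive overall ratio signal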
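Assay system: HEK293 cells with stable TRPC4beta plus mu-opioid receptor expression. Dosing: single dose. Measured by: Fluo4 Ca2+ flux fluorescence. Also added: DAMGO in two steps, submaximal then maximal. Read-out: B score from integrated Fluo4 fluorescence ratio.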
SKKanGAS inh: S. pyogenes SKKanGAS growth inhibitors in kanamycin, primary screen, streptokinase expression inhibitor project, SKKanGAS strain, BacTiter-Glo luminescence; 6 h; 300,000 compounds, 1.3% hits; inhibition, % at 7.5 µM;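 active = mean replicate score, as percent of positive control median, at least 50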;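 also: strain carries kanamycin resistance gene driven by streptokinase promoter and grows in 40 µg/ml kanamycin; loss of luminescence reflects streptokinase promoter inhibition or plain growth inhibition; 0% = median of DMSO wells and 100% = positive control at its reference dose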
TRPC4 agonist: activators of mouse TRPC4 channel, primary screen, Fluo4 calcium, HEK293 TRPC4beta/mu-opioid cells. Short transient receptor potential channel 4 (Mus musculus), Q9QUQ5. B-score at 10 µM. Fluo4 calcium fluorescence; hits give high values. 310,000 compounds, 0.49% hits;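 active = B-score above 5 SD of library B-scores, and initial fluorescence ratio not above library mean plus 5 SD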;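 also: positive B-score marks a calcium rise read as TRPC4 activation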
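Assay system – TRPC4beta and mu-opioid receptor HEK293 stable cells · Measured by – Fluo4 fluorescence, kinetic · Schedule – dye loading 45 min room temperature, 110 s kinetic read · Read-out – B-scored integrated calcium fluorescence ratio · Controls – buffer and maximal DAMGO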
ANO1 block: TMEM16A chloride channel inhibitors, primary screen, cell-based, HTS; HEK293 TMEM16A/YFP iodide influx fluorescence, ionomycin; Anoctamin-1 (Mus musculus), Q8BHY3; normalized B-score (activity score, 25-100; higher = stronger inhibition) at 10 µM; 310,000 compounds, 1.2% hits;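 active = ratio plate-corrected score three or more library SD toward inhibition, starting fluorescence score within five deviations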;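 also: score derived from kinetic fluorescence span divided by baseline fluorescence per well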
TRPC4 potent: positive allosteric modulators of TRPC4, primary screen, cell-based, mouse TRPC4beta, HEK293 mu-opioid, Fluo-4 calcium. 310,000 compounds, 0.42% hits. AID 2227, 2009. B-score at 10 µM. Short transient receptor potential channel 4 (Mus musculus), Q9QUQ5. DAMGO EC20, Fluo-4 Ca2+ flux; hits give high values;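 active = B-score of calcium response area above 5 SD of library B-scores, with initial fluorescence ratio within 5 SD of library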;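 also: B-score of integrated fluorescence ratio over time as area under calcium response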
TRPC6 act: mouse TRPC6 channel activators, primary screen, cell-based, HEK293, membrane potential dye. Short transient receptor potential channel 6 (Mus musculus), Q61143. B-score at 10 µM. HEK293-TRPC6 membrane potential dye fluorescence; hits give high values. 310,000 compounds, 0.13% hits. AID 2550, 2010;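 active = B-score of the integrated fluorescence ratio above library mean plus 3 SD, and starting fluorescence ratio within library mean plus 5 SD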;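 also: higher score means more depolarization so channel activation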
Starred values were filed as active, the others as inactive; i = inactive; · = no result given. Outcome played no part in choosing rows; about 6.7% have a hit in one of these screens.

SMILES	TMEM16A act	MrgX1 antagonist	MrgX1 ag	MrgX1 PAM	TRPC6 inh	TRPC4 inh	SKKanGAS inh	TRPC4 agonist	ANO1 block	TRPC4 potent	TRPC6 act
COC(=O)C1=C(C)Nc2sc(C(N)=O)c(N)c2C1c1ccncc1 (configuration not stated)	i	i	i	i	i	i	7	i	i	i	i
CC(c1nc2ccccc2c(=O)[nH]1)N(C)CCOc1ccc(Cl)cc1 (configuration not stated)	i	i	i	i	i	i	-4	i	i	i	i
Cc1cc(C(=O)OCC(=O)c2ccc(Cl)c([N+](=O)[O-])c2)c2cccc(C)c2n1	i	i	i	i	i	i	5	i	i	i	i
O=C1C2=C(c3ccccc31)[N+](=O)[C@@H]1CCCC[C@@H]1N2[O-]	i	i	i	i	i	i	-5	i	i	i	i
COc1ccc(CNc2nc3ccccc3n2C(C)C)cc1	i	i	i	i	i	i	5	i	i	i	i
COc1ccccc1/C=N/NC(=O)c1cccc(OC(F)(F)C(F)F)c1	i	i	i	i	i	i	-5	i	i	i	i
COc1ccc(C(=O)C2CCCN(C(=O)c3ccc(CSC)o3)C2)cc1F (configuration not stated)	i	i	i	i	i	i	1	i	i	i	i
O=S(=O)(CCc1nnc(-c2ccc(Br)cc2)o1)c1ccc(Cl)cc1	i	i	i	i	i	i	2	i	i	i	i
CCCCCC(=O)Nc1cc(S(=O)(=O)N2CCOCC2)ccc1Oc1ccc(OCC)cc1	i	i	i	i	i	i	-3	i	i	i	i
CN1CCN(C(=O)c2ccc3c(=O)n(Cc4ccc(Cl)cc4)c(=S)[nH]c3c2)CC1	i	i	i	i	i	i	11	i	i	i	i
CN1CCN(c2ccc(C(CC(N)=O)NC(=O)c3ccccc3)cc2[N+](=O)[O-])CC1 (configuration not stated)	i	i	i	i	i	i	-1	i	i	i	i
CCOC(=O)c1ccc(N=CC2=C(O)CC(C)(C)CC2=O)cc1	i	i	i	i	i	i	-19	i	i	i	i
C[C@]12C=CC(=O)C=C1CC[C@@H]1[C@@H]2[C@@H](O)C[C@@]2(C)[C@H]1CC[C@]2(O)C(=O)CO	i	i	i	i	i	i	-7	i	i	i	i
Cc1nc2sc3c(c2c(=O)o1)CCCC3	i	i	i	i	·	·	0	·	i	·	·
COc1ccccc1OCC(=O)Nc1nc(C)c(C)s1	i	i	i	i	i	i	0	i	i	i	i
CN(C/C(O)=C(\C#N)c1ccccc1)C1CCCCC1	i	i	i	i	i	i	-2	i	i	i	i
O=C(NCc1ccc(Cl)cc1)c1ccc(CNc2c(N3CCOCC3)c(=O)c2=O)cc1	i	i	i	i	i	i	-3	i	i	i	i
O=S1(=O)C[C@@H](N2CCOCC2)[C@H](N2CCOCC2)C1	i	i	i	i	i	i	-3	i	i	i	i
O=c1c2ccccc2nnn1CSc1nc2sc3c(c2c(=O)n1CC1CCCO1)CCC3 (configuration not stated)	i	i	i	i	i	i	6	i	i	i	i
Cc1ccc(S(=O)(=O)N(CC(=O)Nc2ccccc2C(=O)O)c2cccc(Cl)c2C)cc1	i	-7.1*	i	i	i	i	41	i	i	i	i
CCn1c(SCC(=O)Nc2ccccc2C)nnc1-c1ccccc1O	i	i	i	i	i	i	-16	i	i	i	i
Cc1ccc(S(=O)(=O)N2CCOCC2)cc1C(=O)NNC(=O)c1ccoc1C	i	i	i	i	i	i	-13	i	i	i	i
Cc1ccc(S(=O)(=O)NCC(=O)N(CC(=O)NCc2ccco2)Cc2cccs2)cc1	i	i	i	i	i	i	-3	i	i	i	i
O=C(CSc1ccc(-c2ccccc2)nn1)N1CCCc2ccccc21	i	i	i	i	i	i	-12	i	i	i	i
COc1cccc(OC)c1NC(=O)C1CCCN1C(=O)Nc1ccccc1Cl (configuration not stated)	i	·	·	·	i	i	8	i	·	i	i
CCOC(=O)c1c(NC(=O)CN2C(=O)NC3(CCCCCC3)C2=O)sc(C)c1-c1ccc(C)cc1	i	i	i	i	i	i	17	i	i	i	i
O=C(NCCc1ccccc1)C1CCN(C(=O)NCc2ccccc2)CC1	i	-11*	i	i	i	i	3	i	i	i	i
CC(=O)Nc1ccc(S(=O)(=O)N2CCC(NC(=O)C(Cc3ccccc3F)NC(C)=O)CC2)cc1 (configuration not stated)	i	·	·	·	i	i	4	i	·	i	i
Cc1cc([N+](=O)[O-])nn1Cc1noc(C(=O)NCc2ccc3c(c2)OCO3)n1	i	i	i	i	i	i	-7	i	i	i	i
CCOC(=O)C1=C(C)NC(=O)NC1c1ccccc1Cl (configuration not stated)	i	i	i	i	i	i	-4	i	i	i	i
CCCOc1ccc(-c2c(C(=O)N/N=C/C3CCCCC3)nnn2-c2nonc2N)cc1	i	i	i	i	i	i	3	i	i	i	i
CCOc1c(Br)cc(/C=C2/SC(=O)N(CC(=O)N3CCCC3)C2=O)cc1OC	i	i	i	i	i	i	-11	i	i	i	i
C/C(=N\NC(=O)Cn1ccc(C(F)(F)F)n1)c1ccc2c(c1)OCO2	i	i	i	i	i	i	1	i	i	i	i
O=C(c1ccsc1)N1CCCC(N2CCOCC2)C1 (configuration not stated)	i	i	i	i	i	i	-4	i	i	i	i
COC(=O)Nc1ccc(S(=O)(=O)N2CCCc3ccccc32)cc1	i	i	i	i	i	i	8	i	i	i	i
C=CCN1CCN(C(=O)c2c(-c3ccccc3)noc2C)CC1	i	i	i	i	i	i	-4	i	i	i	i
COc1ccc2nc(/N=C\N(C)C)sc2c1	i	i	i	i	i	i	-8	i	i	i	i
COc1ccc(NS(=O)(=O)c2ccc3oc(SCC(N)=O)nc3c2)cc1	i	i	i	i	i	i	0	i	i	i	i
N#CCN1CCN(CC(=O)Nc2ccc(OCc3ccccc3)cc2)CC1	i	i	i	i	i	i	0	i	i	i	i
Cc1cc(C(=O)CN2C(=O)NC3(CCCC3)C2=O)c(C)n1-c1ccc2c(c1)OCO2	i	i	i	i	i	i	3	i	i	i	i
OCC1(Cc2ccc(Cl)cc2)CCN(Cc2ccc3nsnc3c2)CC1	i	i	i	i	i	i	16	i	i	i	i
CCOC(=O)CCC(=O)Nc1ccc(S(=O)(=O)N2CCC(C)CC2)cc1	i	i	i	i	i	i	-5	i	i	i	i
CCCOc1ccc(CSCCNC(=S)Nc2ccccc2)cc1	i	i	i	i	i	i	2	i	i	i	i
CCCCCSc1nnc(-c2ccccc2NC(C)=O)c(=O)[nH]1	i	i	i	i	i	i	2	i	i	i	i
Cc1ccc(C)c(OCC(=O)Nn2c(C)nc3ccccc3c2=O)c1	i	i	i	i	i	i	5	i	i	i	i
COc1ccc(CCC(=O)NCc2cnn(C)c2)cc1	i	i	i	i	i	i	3	i	i	i	i
CCCCCCc1cc2cc(S(=O)(=O)c3ccc(Cl)cc3)c(=O)oc2cc1O	i	i	i	i	i	i	6	i	i	i	i
O=C(NCC1CCCC(CNC(=O)N2CCc3ccccc32)C1)N1CCc2ccccc21 (configuration not stated)	i	i	i	i	i	i	20	i	i	i	i
CCc1ccc(NC(=O)[C@H](Cc2c[nH]c3ccccc23)NC(=O)[C@@H]2Cc3ccccc3CN2)cc1	i	i	i	i	i	i	4	i	i	i	i
Brc1cc2[nH]cnc2c2ccccc12	i	i	i	i	i	i	-7	i	i	i	i
CC(=O)n1nc2nc(C)cc(C)c2c1N	i	i	i	i	i	i	0	i	i	i	i
Cc1ccc2c(ccc[n+]2CC(=O)c2ccccc2)c1	i	i	i	i	i	i	2	i	i	i	i
COc1ccc(C(=O)NCCCc2nc3ccccc3n2Cc2ccccc2C)cc1OC	i	i	i	i	i	i	2	i	i	i	i
CCN(C1CCS(=O)(=O)C1)S(=O)(=O)c1cccs1 (configuration not stated)	i	i	i	i	i	i	-1	i	i	i	i
Cc1cc(OC(=O)c2cc(C(F)(F)F)cc(C(F)(F)F)c2)c([N+](=O)[O-])c(=O)[nH]1	i	i	i	i	i	i	-4	i	i	i	i
Cn1c(C(=O)NC2CCCC2)cc2c(=O)n(C)c3ccccc3c21	i	i	i	i	i	i	-26	i	i	i	i
CN(CC(=O)Nc1nc2ccccc2s1)S(=O)(=O)c1ccccc1	i	i	i	i	i	i	4	i	i	i	i
COc1ccccc1C(=O)Nc1nnc(-c2ccc(Cl)cc2)o1	i	i	i	i	i	i	4	i	i	i	i
COc1ccc(NC(=O)C2CCCCN2N)cc1OC (configuration not stated)	i	i	i	i	i	i	9	i	i	i	i
O=C(CCSc1ccccc1)Nc1ccc(S(=O)(=O)Nc2ncccn2)cc1	i	i	i	i	i	i	4	i	i	i	i

Next part
SMILES	TMEM16A act	MrgX1 antagonist	MrgX1 ag	MrgX1 PAM	TRPC6 inh	TRPC4 inh	SKKanGAS inh	TRPC4 agonist	ANO1 block	TRPC4 potent	TRPC6 act
Cc1coc2cc3oc(=O)c(CC(=O)N[C@@H](CC(C)C)C(=O)O)c(C)c3cc12	i	i	i	i	i	i	-2	i	i	i	i
Cc1ccccc1OCC(=O)Nc1nnc(S(=O)(=O)N2CCCC2)s1	i	i	i	i	i	i	22	i	i	i	i
CCn1c(SCC(=O)N2CCN(c3ccccc3)CC2)nc2c(c1=O)SC(C)C2 (configuration not stated)	i	i	i	i	i	i	0	i	i	i	i
CCC(=O)Oc1ccc2c(=O)c(-c3ccc4ccccc4n3)c(CC)oc2c1C	i	i	i	i	i	i	-1	i	i	i	i
